Screening results (PubChem)
GPR35 antagonists – inhibition of zaprinast-stimulated GPR35 beta-arrestin translocation – imaging, U2OS, beta-arrestin-GFP, zaprinast agonist, primary screen (AID 2058). inhibition, % at 10 µM; hits with a dose series show IC50 in µM. 0.052% of 290,000 active. U2OS GPR35 beta-arrestin-GFP translocation imaging, zaprinast antagonism; higher % means a stronger effect;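 active = inhibition of at least 50% with at least 30 cells and total cytoplasm GFP at most 10,000,000; inconclusive = under 30 cells or total GFP of 10,000,000 plus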
Dengue-2 NS5 capping – Dengue-2 NS5 methyltransferase inhibitors, primary screen, biochemical, confirmation dose response (AID 588689). Dengue-2 NS5 methyltransferase capping enzyme assay, biochemical; higher % means a stronger effect. 0.3% of 340,000 active. one-dose inhibition, % at 25 µM; IC50 in µM for titrated hits; in the data active = a potency from the dose series; inconclusive = inhibition above about 29% without an active follow-up result
HIV peptide binding – inhibitors of HIV fusion peptide binding, primary screen, biochemical, uHTS, fluorescence dequenching (AID 1986); cell-free peptide binding, fluorescence dequenching, 30 min; higher % means a stronger effect; inhibition, % at 20 µM, or IC50 in µM where a hit was titrated; 0.3% of 290,000 active; in the data active = inhibition mostly above about 52%, no sharp cut-off; inactive = mostly below about 76%; note: some results filed as inactive read as strong as hits
PhoP inhibition – PhoP-dependent GFP reporter repression – Salmonella Typhimurium, primary screen (AID 1863). S. Typhimurium PhoP-regulated promoter GFP reporter, 4 h; higher % means a stronger effect. inhibition, % at 50 µM, or IC50 in µM where a hit was titrated. 0.16% of 300,000 active;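 active = inhibition over 29.93%, a cutoff 3 SD above the screen mean, later confirmed by dose response; inconclusive = inhibition over 29.93% but no dose response follow-up; inactive = inhibition at most 29.93% or unconfirmed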;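 note: 0% = low Mg2+ inducing control and 100% = high Mg2+ repressing control; strong numbers were not always called active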
Large T inhibition – TAg ATPase/helicase activity blockers – biochemical (AID 1903). inhibition, % at 20 µM; hits with a dose series show IC50 in µM. SV40 large T antigen ATPase/helicase inhibition assay; higher % means a stronger effect. 0.39% of 310,000 active; in the data active = a potency from the dose series; inconclusive = inhibition mostly from about 32% at the one dose, without a potency; inactive = the rest, 99 in 100 with inhibition below about 32%; note: strong numbers were not always called active
GPR55 antagonists – GPR55 antagonists blocking LPI-driven arrestin recruitment, primary screen, imaging, U2OS, beta-arrestin-GFP, LPI agonist (AID 2013). U2OS GPR55 beta-arrestin-GFP translocation imaging, LPI antagonism; higher % means a stronger effect. inhibition, % at 10 µM; hits with a dose series show IC50 in µM. 0.13% of 290,000 active;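 active = spots per cell inhibited over 60%, with over 100 cells counted and total cytoplasm intensity under 500,000; inconclusive = wells with under 100 cells, flagged as likely toxic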;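 note: U2OS cells stably carrying GPR55 and arrestin-GFP stimulated by 5 µM LPI near EC80; imaged beta-arrestin-GFP aggregate spots per cell after agonist stimulation; plate controls were LPI-stimulated DMSO wells for no effect and DMSO wells without LPI for full effect; some results filed as inactive read as strong as hits; confirmed hits need IC50 under 10 µM and bright autofluorescent wells are also inconclusive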
RSV CPE inhibition – RSV antiviral activity via CPE protection, HEp-2 cells, primary 10 µM value included (AID 2391); CPE inhibition, % at 10 µM; hits with a dose series show IC50 in µM; 0.13% of 310,000 active; HEp-2 cells, RSV-induced CPE inhibition; higher % means a stronger effect; in the data active = a potency from the dose series; inconclusive = CPE inhibition mostly from about 23% at the one dose, without a potency; inactive = the rest, 99 in 100 with CPE inhibition below about 21%; note: strong numbers were not always called active
MgcRacGAP inhibition – MgcRacGAP GTPase-activating activity inhibitors, confirmation, biochemical, ADP Hunter fluorescence; MgcRacGAP-stimulated Rac1 GTP hydrolysis, ADP Hunter fluorescence; higher % means a stronger effect; GST-tagged Rac1 F28L mutant substrate; inhibition, % at 30 µM, or IC50 in µM where a hit was titrated; 0.6% of 340,000 active; AID 624330;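 active = first-screen hits whose inhibition reached a set limit at any dose in the follow-up dose series; inconclusive = inhibition above the set first-screen limit but never retested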;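 note: fluorescence reports GDP produced by GAP-driven GTP hydrolysis; strong numbers were not always called active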
K1F lysis inhibition – inhibition of K1F phage lysis, E. coli UTI89, bacterial capsule biogenesis inhibitors, alamar blue (AID 488966); E. coli UTI89 K1F phage lysis, alamar blue, 2 h; higher % means a stronger effect; inhibition, % at 100 µM; hits with a dose series show IC50 in µM; 0.02% of 340,000 active;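 active = phage lysis inhibition, versus mean bacterial control, above a set limit; inconclusive = no clear call, values can overlap the other calls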;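 note: capsule biogenesis inhibitors block K1F phage lysis so surviving cells raise fluorescence; higher fluorescence means more inhibition of phage lysis; actives were called in the ten point dose series up to 300 µM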
Active calls of the source: *; ? = inconclusive; / = no result given; & = joins results of further samples; [ ] = dose if it differs, or a comment. No enrichment for hits (roughly 1.5% active in at least one column).

SMILES	GPR35 antagonists	Dengue-2 NS5 capping	HIV peptide binding	PhoP inhibition	Large T inhibition	GPR55 antagonists	RSV CPE inhibition	MgcRacGAP inhibition	K1F lysis inhibition
CC(=O)N1CC2(C)CN(C(C)=O)CC(C)(C1)C2O (configuration not stated)	8%	-2%	0.2%	-10%	-2%	17%	0.5%	6%	4.4%
COc1ccc(N2C(=O)C3CCCN3C2c2ccccc2F)cc1 (configuration not stated)	-12%	2%	0.2%	0%	2%	12%	1.2%	4%	8.4%
O=S(=O)(Nc1cccc(-c2cn3c(n2)SCC3)c1)c1ccccc1	24%	-9%	-0.2%	5%	11%	26%	11%	6%	0.7%[50 µM]
CC(=O)c1ccc(N2CCN(S(=O)(=O)c3csc(C(N)=O)c3)CC2)cc1	-2%	-6%	0.6%	-8%	/	8%	-0.7%	11%	0.5%
Cc1nc(N)sc1-c1csc(NCc2ccccc2)n1	-6%	-24%	-0.5%	26%	17%	0%	0.2%	18%	0.6%
CCOc1ccc2nc(SCC(=O)N3c4ccccc4Sc4ccccc43)c(C#N)cc2c1	6%	-8%	4.2%	-12%	9%	7%	5.6%	4%	3.0%
Cc1cc(C)c2c(N)c(C(=O)NNC(=O)c3ccccc3)sc2n1	3%	-4%	-2.0%	-4%	1%	-1%	-0.5%	9%	-3.0%
CC(=O)N1CCN(Cc2nc3scc(-c4ccccc4)c3c(=O)[nH]2)CC1	8%	7%	1.4%	-5%	19%	-7%	1.4%	7%	2.5%
CCc1nnc(NS(=O)(=O)c2ccc(NC(=S)NC(=O)c3ccncc3)cc2)s1	-8%	5%	0.1%	7%	15%	13%	3.3%	6%	0.3%
CCC(C)NC(=O)C1CCN(S(=O)(=O)c2cccnc2)CC1 (configuration not stated)	-3%	3%	-1.0%	0%	3%	7%	0.4%	12%	0.1%
Cc1cc(C)c2nc(N3CCC(C(=O)NCC4CCCO4)CC3)sc2c1 (configuration not stated)	-8%	-2%	-0.5%	-5%	14%	2%	10%	7%	0.3%
Cc1ccc2[nH]cc(CCCN3C(=O)c4ccccc4C3=O)c2c1	-6%	-6%	0.5%	-10%	24%	4%	?	4%	-0.3%
COc1cc(CNC(C)C23CC4CC(CC(C4)C2)C3)ccc1OCC(=O)NC(C)(C)C (configuration not stated)	5%	-5%	-1.7%	/	7%	16%	-1.0%	-1%	0.0%
CCCCN(CCCC)CCCNC(=O)C1CC(c2cc(C(F)(F)F)cc(C(F)(F)F)c2)=NO1 (configuration not stated)	/	-6%	/	-3%	6%	/	2.4%	5%	1.1%
O=C(CN1CCN(S(=O)(=O)c2ccccc2)CC1)Nc1ccc2c(c1)OCO2	4%	-6%	-0.9%	-1%	13%	-10%	0.8%	9%	2.1%
COC(=O)C1CCN(C(c2cc(OC)c(OC)c(OC)c2)c2sc3nc(C)nn3c2O)CC1 (configuration not stated)	-4%	-3%	-0.5%	3%	0%&3%	-4%	1.0%	6%	-2.1%
CCn1c(SCC(=O)Nc2cc(C)on2)nnc1-c1cccc(C)c1	23%	-2%	1.5%	-1%	11%	-4%	2.8%	8%	0.2%
Cc1ccc(S(=O)(=O)N(CCC(=O)O)Cc2ccc(Cl)cc2)cc1	-18%	1%	11%	5%	5%	12%	0.7%	1%	4.4%
CC(C)[C@H](CN(N=O)[C@@H](Cc1ccccc1)CN(C)N=O)N(CCc1ccccc1)N=O	-8%	-4%	1.0%	-3%	7%	-3%	0.3%	5%	2.0%
Cc1cccc(NC(=O)/C=C/c2ccc(Cl)cc2)n1	-8%	1%	-0.4%	-12%	2%	2%	7.1%	-2%	4.4%
CCn1c(CSc2ncccn2)nnc1SCC(=O)N1c2ccccc2CC1C (configuration not stated)	3%	-5%	-1.9%	8%	8%	-6%	2.0%	9%	-1.0%
Cc1ccc(NC(=O)c2cncc(Br)c2)c(O)c1	12%	-11%	-0.3%	-2%	7%	14%	8.7%	-2%	0.0%
CCCC1CCC(C(=O)Nn2c(C)nc3ccccc3c2=O)CC1 (configuration not stated)	-15%	-5%	2.1%	-5%	3%	11%	0.2%	10%	-1.2%
Cc1nc(SCC(=O)NC2CC2)c2c(C)c(C)sc2n1	9%	-6%	-0.3%	9%	3%	-4%	2.9%	8%	0.0%
O=C(NCC(=O)N1CCCC(C(F)(F)F)C1)c1ccc(Oc2ccccc2)cc1 (configuration not stated)	-4%	-6%	1.6%	5%	1%	4%	5.1%	3%	0.7%[50 µM]
COc1ccccc1CCNC(C)CCc1ccc(O)cc1 (configuration not stated)	3%	5%	-0.3%	10%	8%	-10%	0.8%	13%	0.1%
CC1(C)Cc2c(c(N3CCOCC3)nc3sc4c(NN)ncnc4c23)CS1	-8%	2%	-3.2%	-4%	0%	9%	6.2%	8%	0.1%
Cc1nn(C)c(C(=O)Sc2cccc(Cl)c2)c1[N+](=O)[O-]	1%	-16%	-0.6%	2%	30%	20%	1.5%	18%	0.3%
CC1CCN(C(=O)CCN2C(=O)C3C4C=CC(C4)C3C2=O)CC1 (configuration not stated)	-11%	-14%	-1.6%	10%	21%	6%	2.0%	10%	-1.8%
CC(=O)c1ccc(OCC(=O)NC2CCCCCC2)cc1	/	-3%	/	/	/	/	1.1%	0%	0.0%[50 µM]
COC(=O)Nc1nc(-c2ccc(F)cc2)c(C)s1	8%	0%	0.8%	-6%	1%	16%	3.9%	0%	-0.2%
CC(=O)Nc1ccc(NC(=S)NC(=O)C2CC2)cc1	-2%	-9%	-1.9%	1%	20%	-8%	0.5%	4%	0.4%
CCC1(c2ccccc2)NC(=O)N(CC(=O)Nc2cccnc2Cl)C1=O (configuration not stated)	/	3%	/	/	/	/	0.3%	5%	1.1%[50 µM]
Cc1csc(NC(=O)c2ccc(S(C)(=O)=O)cc2)n1	4%	-4%	-1.5%	-1%	8%	13%	-2.0%	5%	0.3%
CCCC(C(=O)NC1CCCC1)N(C(=O)Cn1nnc(-c2ccc(C)o2)n1)C1CCCC1 (configuration not stated)	6%	-8%	-2.1%	8%	-4%	3%	0.0%	0%	-3.1%
O=C(CSc1nc2ccccc2c(=O)n1-c1ccccc1)N1CCCc2ccccc21	34%	3%	-0.4%	4%	5%	15%	48%	-7%	1.7%
Cc1cc(C(=O)CSc2nnc(C3CC3)n2C2CC2)c(C)n1C(C)C	/	-8%	/	/	/	/	2.7%	3%	-0.2%[50 µM]
Cc1ccc(NC(=O)CCN2CCN(C/C=C/c3ccccc3)CC2)cc1	-2%	2%	1.4%	3%	-2%	5%	-3.5%	9%	0.0%
Cc1ccc(NC(=O)CSc2nnc(-c3cccnc3)n2-c2ccc(C)cc2)cc1	1%	6%	0.3%	-1%	11%	2%	-0.2%	10%	0.5%
O=C(CSc1ccccn1)Nc1ccc2ccccc2c1	-1%	/	-1.7%	-5%	8%	-5%	2.1%	/	/

3 of the entries above in order of the RSV CPE inhibition value, smallest number first:
SMILES,GPR35 antagonists,Dengue-2 NS5 capping,HIV peptide binding,PhoP inhibition,Large T inhibition,RSV CPE inhibition,MgcRacGAP inhibition
Cc1ccc(NC(=O)CSc2nnc(-c3cccnc3)n2-c2ccc(C)cc2)cc1,1%,6%,0.3%,-1%,11%,-0.2%,10%
CC(=O)Nc1ccc(NC(=S)NC(=O)C2CC2)cc1,-2%,-9%,-1.9%,1%,20%,0.5%,4%
O=C(CSc1nc2ccccc2c(=O)n1-c1ccccc1)N1CCCc2ccccc21,34%,3%,-0.4%,4%,5%,48%,-7%

(continued)
SMILES	GPR35 antagonists	Dengue-2 NS5 capping	HIV peptide binding	PhoP inhibition	Large T inhibition	GPR55 antagonists	RSV CPE inhibition	MgcRacGAP inhibition	K1F lysis inhibition
CN(C(=S)NC(=O)c1ccccc1)c1c(N)n(Cc2ccccc2)c(=O)[nH]c1=O	12%	3%	-1.4%	-1%	10%	5%	-0.2%	9%	0.9%
Cc1ccc(S(=O)(=O)N2CCOCC2)cc1C(=O)NCc1cccnc1	19%	-5%	-1.1%	-13%	4%	3%	2.7%	5%	3.9%
O=C1Nc2ccc(Br)cc2C1(O)Cc1ccccn1 (configuration not stated)	3%	-4%	-1.2%	-7%	3%	-1%	0.5%	5%	0.9%
CCCCc1nnc(NC(=O)c2ccccc2OCc2c(C)noc2C)s1	/	-7%	/	-2%	12%	/	3.5%	6%	-0.3%[50 µM]
CCCc1nc2oc3c(OC)ncnc3c2c2c1COC(C)(C)C2	-6%	-5%	4.1%	2%	-5%	5%	1.8%	8%	-0.7%
OCC1(Cc2cccc(Cl)c2)CCCN(Cc2cnn(-c3ccccc3)c2)C1 (configuration not stated)	-15%	-5%	1.3%	-3%	24%	20%	0.0%	7%	0.3%
Cc1cnn(Cc2cccnc2)c1N	-2%	-6%	0.0%	-6%	14%	8%	4.4%	-1%	0.1%
CCCOc1ccc(-c2nnn(CC(=O)c3c[nH]c4ccccc34)n2)cc1	2%	15%	-1.4%	3%	15%	4%	?	-4%	2.7%
C=CCN(Cc1ccco1)S(=O)(=O)c1ccc(Cl)cc1	6%	0%	5.4%	-1%	14%	-2%	1.9%	9%	1.0%[50 µM]
CCCCNCC(=O)Nc1sc(C)c(C)c1C(=O)OCC	10%	-9%	-0.1%	1%	10%	4%	0.1%	3%	0.0%
O=C(CCNS(=O)(=O)c1cccc2nsnc12)NCc1ccccc1	5%	-12%	0.1%	3%	8%	1%	0.0%	-3%	-0.1%
COC(=O)c1nn(-c2ccccc2)c(Sc2ccc(OC)cc2)c1/C=N/O	-14%	4%	2.7%	-8%	0%	9%	1.2%	9%	0.5%
CCOc1ccccc1CNC(=O)CCn1ccc2cc(S(=O)(=O)N3CCCCC3)ccc21	15%	-4%	0.1%	4%	-2%	9%	19%	-4%	0.1%
Cc1ccc(C(C(=O)NCc2ccco2)N(CCc2ccccc2)C(=O)Cn2nnc3ccccc32)o1 (configuration not stated)	-6%	-11%	1.0%	40%	-3%	-1%	/	7%	0.6%
